BoNT-A LC inh2 – BoNT/A light chain protease inhibitors, primary screen, biochemical, flow cytometry, MLPCN library. Botulinum neurotoxin type A light chain protease (Clostridium botulinum A str. ATCC 3502). multiplex microsphere protease substrate cleavage. inhibition, % at 10 µM. 360,000 compounds, 0.17% hits. AID 588499, 2011; note: plate controls were buffer without enzyme for full effect and enzyme alone for no effect
PrPC TRFRET – inhibitors of human cell surface prion protein PrPC, primary screen, cell-based, TR-FRET; Major prion protein (Homo sapiens), P04156; TR-FRET read-out; inhibition, % at 13.8 µM; 370,000 compounds, 0.43% hits; AID 720596, 2013; in the data active = inhibition above about 24%; note: 0% = median of the test wells and 100% = reference compound wells
PfHsp40 rescue – rescue of yeast from PfHsp40 toxicity, primary screen, S. cerevisiae, ATP luminescence. S. cerevisiae expressing PfHsp40, growth rescue. 340,000 compounds, 0.68% hits. growth rescue, % at 12.5 µM; in the data active = growth rescue above about 28%, passing the limit was not always enough; inconclusive = no clear call, values can overlap the other calls;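 note: yeast W303a lacking pdr1 and pdr3 grown in galactose medium; growth measured after three days at 30 °C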
Yp Topo-I inh – Yersinia pestis topoisomerase I inhibitors, primary screen, biochemical, cleavage product accumulation, plate reader, single point. DNA topoisomerase I (Yersinia pestis CO92). 360,000 compounds, 0.064% hits. activity, % at 10 µM. Y. pestis Topo-I cleavage product accumulation; in the data active = activity above about 50%, passing the limit was not always enough; inconclusive = no clear call, values can overlap the other calls; note: inactives centre near 2
CCHF vOTU inh – CCHFV vOTU protease inhibitors, primary screen, biochemical, Pep-AMC substrate, fluorescence; inhibition, % at 11.5 µM; 370,000 compounds, 0.55% hits; Crimean-Congo hemorrhagic fever virus L polyprotein viral ovarian tumor (vOTU) protease …; AID 651958, 2012; in the data active = inhibition above about 30%; note: 0% = vehicle wells with enzyme and 100% = no enzyme wells
Anthrax LF prot – Bacillus anthracis LF protease inhibitors, primary screen, biochemical, multiplex microsphere, MLPCN library; multiplex microsphere protease cleavage assay; Lethal factor (Bacillus anthracis), P15917; inhibition, % at 10 µM; 360,000 compounds, 0.12% hits; note: plate controls were buffer without enzyme for full effect and enzyme alone for no effect
Target sequence (P15917 whole entry, looked up): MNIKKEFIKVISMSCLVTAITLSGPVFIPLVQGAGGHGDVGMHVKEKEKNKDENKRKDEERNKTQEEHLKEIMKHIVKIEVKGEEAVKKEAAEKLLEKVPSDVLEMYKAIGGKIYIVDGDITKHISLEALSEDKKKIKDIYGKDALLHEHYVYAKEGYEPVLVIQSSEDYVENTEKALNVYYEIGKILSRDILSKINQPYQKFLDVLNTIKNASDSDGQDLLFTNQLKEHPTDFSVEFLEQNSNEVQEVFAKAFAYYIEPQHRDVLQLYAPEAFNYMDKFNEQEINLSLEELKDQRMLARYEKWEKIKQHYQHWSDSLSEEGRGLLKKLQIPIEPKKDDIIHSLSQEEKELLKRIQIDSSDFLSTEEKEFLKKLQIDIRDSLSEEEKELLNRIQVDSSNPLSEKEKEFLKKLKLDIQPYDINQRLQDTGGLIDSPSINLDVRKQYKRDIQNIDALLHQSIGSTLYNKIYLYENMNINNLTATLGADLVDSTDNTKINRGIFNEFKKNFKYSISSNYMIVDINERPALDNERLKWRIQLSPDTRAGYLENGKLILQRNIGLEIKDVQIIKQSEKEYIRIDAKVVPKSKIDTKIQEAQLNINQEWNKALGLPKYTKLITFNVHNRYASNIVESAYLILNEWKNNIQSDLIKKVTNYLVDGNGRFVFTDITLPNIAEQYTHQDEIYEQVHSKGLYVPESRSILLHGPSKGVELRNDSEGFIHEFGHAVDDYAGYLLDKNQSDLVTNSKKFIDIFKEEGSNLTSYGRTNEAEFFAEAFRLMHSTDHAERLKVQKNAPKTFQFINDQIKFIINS
FadD28 binding – inhibitors of FadD28 bisubstrate probe binding, primary screen, biochemical, fluorescence polarization, single point. Mycobacterium tuberculosis FadD28 fatty-acid-AMP ligase. inhibition, % at 12.5 µM. 360,000 compounds, 0.22% hits; in the data active = inhibition above about 8.5%, passing the limit was not always enough; inconclusive = no clear call, values can overlap the other calls
BoNT F protease – BoNT/F light chain protease inhibitors, primary screen, biochemical, flow cytometry, MLPCN library. Multiplex microsphere protease cleavage assay. inhibition, % at 10 µM. 360,000 compounds, 0.22% hits. AID 588497, 2011; in the data active = inhibition above about 35%, passing the limit was not always enough; inconclusive = no clear call, values can overlap the other calls; note: plate controls were buffer without enzyme for full effect and enzyme alone for no effect
TcdB inh – TcdB glycohydrolase inhibitors, primary screen, biochemical, single point, plate reader; Toxin B (Clostridioides difficile), P18177; TcdB glycohydrolase enzymatic assay; inhibition, % at 9.99 µM; 350,000 compounds, 0.24% hits; AID 652162, 2013; in the data active = inhibition above about 10%
Numbers without * were called inactive; u = inconclusive; x = not tested or not shown. Cut-off read from the data, not from the text of the source, unless noted: active = inhibition above about 30%; inconclusive = no clear call, values can overlap the other calls; inactive = below that.

SMILES	BoNT-A LC inh2	PrPC TRFRET	PfHsp40 rescue	Yp Topo-I inh	CCHF vOTU inh	Anthrax LF prot	FadD28 binding	BoNT F protease	TcdB inh
COc1ccc(C)cc1S(=O)(=O)N(CC(=O)N1CCCC1)c1ccccc1	-0.8	-3	-0.9	0	-21	-6	-0.1	-8	x
O=C(CCC(=O)c1ccccc1)NCCc1c[nH]c2ccccc12	-1.2	3	-0.8	0	3	-4	-1.7	-13	2.0
CCNc1ccc(C(=O)Nc2ccc3nc(C)sc3c2)cc1[N+](=O)[O-]	0.0	-13	-1.2	1	-14	0	-0.1	2	-0.2
Cc1cccc(C(=O)NNC(=O)c2ccc(O)cc2)c1	-1.6	-6	-0.7	1	-9	-19	0.2	u	0.1
NC(=O)C1CCN(C(=O)c2ccc(NS(=O)(=O)/C=C/c3ccccc3)cc2)CC1	-0.9	10	x	-8	-1	-10	-2.1	-3	0.6
O=c1cc(CO)oc(CN2CCN(c3ccccc3)CC2)c1O	0.8	-4	-0.2	4	12	-3	-0.6	-9	x
Cc1noc(C)c1S(=O)(=O)N1CCC(Cc2ccccc2)CC1	0.6	6	0.8	35	7	0	-4.6	u	x
CCOC(=O)C1CCCN(S(=O)(=O)c2c(C)c(C)cc(C)c2C)C1 (stereo not drawn)	-0.7	-2	1.2	32	13	-2	0.7	-7	x
CCCN(CCC)CCCNC(=O)c1ccc2c(c1)N(CC)C(=O)c1ccccc1S2=O (stereo not drawn)	0.4	-11	0.0	-6	-4	0	-0.3	13	x
CCOc1ccc(S(=O)(=O)N2CCCC(C(=O)NCc3cccnc3)C2)cc1C (stereo not drawn)	-2.6	8	-0.7	17	7	8	x	-12	0.6
O=[N+]([O-])c1ccc(C2CCCC/C2=N/OCc2ccccc2F)c([N+](=O)[O-])c1 (stereo not drawn)	0.4	-2	0.0	16	6	-2	-3.3	5	x
CCOC(=O)c1cccc(NC(=O)CSc2nc3ccccc3c(=O)n2CCOC)c1	u	-7	0.9	13	-6	-2	-2.1	-1	x
CCCc1[nH]nc2c1C(c1ccc(OC(=O)c3ccco3)cc1)C(C#N)=C(N)O2 (stereo not drawn)	-1.9	-6	0.1	9	-7	-1	-2.4	-3	x
COc1ccccc1Oc1c(C)oc2cc(OC(=O)N(C)C)ccc2c1=O	1.7	-2	93*	5	-14	-4	x	12	-1.0
COc1ccc(C(=O)O/N=C(/C)c2cccs2)cc1	-0.3	1	-1.0	-3	-4	1	0.1	-4	x
CCOc1ccc(C(=O)COC(=O)c2nn(CC)c(=O)c3ccccc23)cc1	-0.9	-6	-0.5	34	13	-1	-2.4	-21	0.5
Cc1ccc(NC(=O)N2CCC(NC(=O)c3ccccc3C)CC2)cc1	0.0	1	-0.5	9	-2	-5	-3.6	1	x
COc1cc2c(cc1OC)C(C(=O)N1CCCC1)C(c1ccccc1F)N(C)C2=O (stereo not drawn)	0.7	1	-1.2	3	-6	6	-1.9	-19	x
Cc1c(CC(=O)NCC(=O)NCC(=O)O)c(=O)oc2c(C)c3oc4c(c3cc12)CCCC4	-2.4	-3	-0.1	8	2	12	-1.3	8	0.3
O=S(=O)(c1ccc(Cl)c(C(F)(F)F)c1)N1CCN(CC(O)COc2ccccc2F)CC1 (stereo not drawn)	-3.3	-5	-0.2	25	19	-7	-4.3	2	-0.7
O=C1CC/C=C\C[C@@H](CC(=O)N(CCO)Cc2ccccc2)C(=O)NCCO1	-0.3	2	0.5	-2	-6	1	-0.9	1	1.7
CC(C)(C)c1ccc(C(=O)Nc2ccccc2NC(=O)c2ccco2)cc1	1.5	6	2.9	15	7	7	-1.1	6	x
CC(Oc1ccccc1)C(=O)Nc1ccc(S(=O)(=O)N2CCCC2)cc1 (stereo not drawn)	-5.6	-10	0.2	4	3	-1	-2.0	5	0.8
Cc1nc(N2CCN(Cc3ccccc3)CC2)nc2c1C(=O)CCC2	-0.5	11	1.6	18	0	-5	-1.7	29	x
Cc1cccc(CCN(CC(=O)NC(C)(C)C)C(=O)c2csnn2)c1	-1.4	10	-1.7	3	-11	-1	-4.1	-5	-0.2
Cc1cc(NCCCn2ccnc2)n2nc(-c3ccc(F)cc3)cc2n1	0.4	-8	-0.7	11	-9	-1	-2.3	9	1.7
O=C(c1ccccc1)c1nn(-c2cccc(Cl)c2)c2nc(-c3ccccc3)cc(=O)n12	0.1	8	-1.4	-3	11	-4	-0.9	2	x
COc1ccc(C)cc1N(CC(=O)NC1CCCC1)C(=O)CCC(=O)Nc1nc(C)cs1	2.4	2	2.2	30	17	2	x	-1	2.1
c1ccc2c(c1)CCCN2Cc1nnnn1CC1CCCO1 (stereo not drawn)	4.5	-8	0.4	-8	1	-5	-1.2	-5	x
O=C(NCCS(=O)(=O)N1CCN(c2ccccc2)CC1)C1CC(=O)N(c2ccccc2)C1 (stereo not drawn)	-1.5	-4	1.1	4	4	-4	-1.4	-6	1.1
CC1(C)OC2OC(C3COC(=O)O3)C(OC(=O)c3ccccc3)C2O1 (stereo not drawn)	0.6	-2	0.4	0	9	-5	-4.4	-5	1.1
O=c1c2c3c(sc2nc(NCCO)n1Cc1ccco1)CCCCC3	-0.1	3	0.5	5	1	2	-0.7	-2	2.4
CCOc1cccc(-c2c(C(=O)N/N=C/c3ccncc3)nnn2-c2nonc2N)c1	1.9	-10	0.0	-1	-7	-1	-7.1	10	0.7
Cc1ccc(N(C(=O)CCC(=O)Nc2cc(C)on2)C(C(=O)NC2CCCC2)c2ccncc2)cc1 (stereo not drawn)	0.9	6	-0.3	2	20	2	-1.0	1	x
COc1ccc(OCCCN(C)Cc2ccccc2)cc1	-1.2	1	-0.8	-1	9	2	0.0	13	-0.5
Cc1cc2oc(=O)cc(CN3CCN(Cc4ccccc4)CC3)c2cc1O	-1.5	0	19	0	3	-6	-3.1	-14	-4.9
COc1ccc(C(C(=O)NC(C)(C)C)N(C(=O)CCC(=O)Nc2cc(C)on2)c2ccccc2F)cc1 (stereo not drawn)	-0.5	5	0.5	20	-6	-1	-1.6	2	1.3
Cc1nn(Cc2c(Cl)cccc2Cl)c(C)c1NC(=O)/C=C/c1cnn(C)c1C	0.5	1	0.4	9	-17	-3	-1.0	12	x
COc1ccc(C2CC3(CC(C)(C)NC(=S)N3)Oc3cc(O)cc(C)c32)cc1 (stereo not drawn)	-0.4	-2	1.7	8	6	-1	-3.6	-5	x
CCN1CNC(=S)N(C(C)c2ccccc2)C1 (stereo not drawn)	-1.5	7	0.6	-10	-5	-2	-1.6	1	1.2
CCn1c(SCC(=O)c2ccc(OC)cc2)nnc1C1CC1	-1.5	-5	0.3	0	-13	0	-0.2	-12	x
CCC(C)n1c(=S)[nH]c2c(sc3ccc([N+](=O)[O-])cc32)c1=O (stereo not drawn)	-0.6	6	3.5	0	-11	-4	3.8	-1	2.3
COCCN(C(=O)C1=COCCO1)c1c(N)n(Cc2ccccc2)c(=O)[nH]c1=O	2.1	4	-1.6	-2	-14	-3	-1.9	-1	2.5
COC(=O)CSc1nc(NC(C)C)nc(N(C)C)n1	-0.8	0	-1.3	11	-12	-4	-4.6	-1	2.4
CN=C1S/C(=C\c2ccc(N3CCOCC3)cc2C)C(=O)N1C	-1.7	-3	0.1	-11	-12	0	-2.5	-1	x
CCOC(=O)C1CCN(C(=O)Cn2cc(C#N)c3ccccc32)CC1	-0.2	3	-0.3	3	-4	-4	-4.3	-11	x
COc1ccccc1CNC(=O)c1ccccc1NC(=O)C1=C(C)OCCS1	-0.4	7	1.7	14	-16	-1	-2.4	0	1.6
CCCCCn1nc(C(=O)N(CC)c2c(N)n(CCCC)c(=O)[nH]c2=O)c2ccccc2c1=O	-0.3	0	-1.3	-5	-7	3	-2.8	-7	-0.2

By substructure: those above containing fluorine
SMILES	BoNT-A LC inh2	PrPC TRFRET	PfHsp40 rescue	Yp Topo-I inh	CCHF vOTU inh	Anthrax LF prot	FadD28 binding	BoNT F protease	TcdB inh
O=[N+]([O-])c1ccc(C2CCCC/C2=N/OCc2ccccc2F)c([N+](=O)[O-])c1 (stereo not drawn)	0.4	-2	0.0	16	6	-2	-3.3	5	x
COc1cc2c(cc1OC)C(C(=O)N1CCCC1)C(c1ccccc1F)N(C)C2=O (stereo not drawn)	0.7	1	-1.2	3	-6	6	-1.9	-19	x
O=S(=O)(c1ccc(Cl)c(C(F)(F)F)c1)N1CCN(CC(O)COc2ccccc2F)CC1 (stereo not drawn)	-3.3	-5	-0.2	25	19	-7	-4.3	2	-0.7
Cc1cc(NCCCn2ccnc2)n2nc(-c3ccc(F)cc3)cc2n1	0.4	-8	-0.7	11	-9	-1	-2.3	9	1.7
COc1ccc(C(C(=O)NC(C)(C)C)N(C(=O)CCC(=O)Nc2cc(C)on2)c2ccccc2F)cc1 (stereo not drawn)	-0.5	5	0.5	20	-6	-1	-1.6	2	1.3

Remaining list, next part:
SMILES	BoNT-A LC inh2	PrPC TRFRET	PfHsp40 rescue	Yp Topo-I inh	CCHF vOTU inh	Anthrax LF prot	FadD28 binding	BoNT F protease	TcdB inh
CCOc1ccc(N2CC(C(=O)NNC(=O)c3ccc(Br)cc3)CC2=O)cc1 (stereo not drawn)	-2.2	5	0.7	8	7	3	-2.8	4	2.5
OCC[C@@H]1C[C@H](O)[C@@H](O)[C@@]2(OCc3ccc4ccccc4c32)O1	0.0	-7	x	x	-3	-8	0.1	0	0.8
COCCn1c(NCc2ccco2)nc2c1c(=O)[nH]c(=O)n2C	-1.3	-5	-0.6	5	3	4	-1.2	-5	0.0
CCCn1c(SCC(=O)NCc2ccc(OC)cc2)n[nH]c1=O	0.7	-1	-0.9	-7	6	1	-1.0	1	0.4
Cc1cc2c(ccc3[nH]onc32)n1	0.1	1	3.5	2	19	-6	-0.2	-2	x
Clc1ccc(-c2noc(CCCOc3ccccc3)n2)cc1	-0.6	x	0.0	11	x	0	-2.9	-6	x
COC(=O)c1sc(-c2ccc(C(C)(C)C)cc2)cc1NC(=O)/C=C/C(=O)O	x	4	-0.2	14	3	x	-5.4	x	-0.7
CC/C(=N\N1CCN(C)CC1)c1c(O)[nH]c(=O)[nH]c1=O	0.3	7	-0.2	-7	9	0	-0.9	4	x
O=C(Nn1cc(C(=O)N2CCN(c3ccccc3F)CC2)c2ccccc2c1=O)c1cnccn1	0.3	2	-1.9	6	-8	-2	-1.4	-10	x
CC(C)OCCCNC(=S)N1CCC(C(=O)c2ccc(F)cc2)CC1	-0.2	1	x	8	1	-11	-1.0	4	0.4
COc1ccc(-c2cc(C(=O)N3CCCCCC3)c3ccccc3n2)c(OC)c1	1.1	8	-1.3	26	-8	1	-3.2	0	-0.9
COc1ccc(OC)c(NC(=O)CSc2nc(=O)n(Cc3ccccn3)c3c2CCC3)c1	u	1	-0.5	6	-77	u	-3.0	u	1.2
COc1ccc(-c2c(-c3cc(OC)cc(OC)c3)n(C)c3ccc(-c4cccc5[nH]ccc45)cc23)cc1	0.0	3	-0.9	-10	-11	4	-2.1	-2	-0.1
Cc1cccc(Nc2c([N+](=O)[O-])cc(C(=O)N3CC(=O)Nc4ccccc43)cc2[N+](=O)[O-])c1	-0.6	-25	1.6	13	4	1	0.3	-4	0.1
CC(=O)C1CCC2C3CCC4CC(O)CCC4(C)C3C(=O)CC12C (stereo not drawn)	-0.1	-6	0.4	-2	12	-2	-2.7	-2	1.6
Cc1ccc(C(CCNC(C)c2cccs2)c2ccco2)cc1 (stereo not drawn)	-0.3	-8	-0.6	9	-2	-17	-3.6	u	0.0

Bioassay records: PubChem BioAssay, several laboratories
